mHTT CaM bind: disrupts binding of mutant huntingtin to calmodulin; P42858; AlphaScreen His-mHTT/GST-CaM binding, luminescence; inhibition, % at 15 µM; 3.6% of 190,000 active; AID 1671202;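 also: 0% = both proteins with DMSO and 100% = one protein alone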
Pf apPOL inh: Pf-apPOL DNA polymerase inhibition | Recombinant Pf-apPOL, molecular beacon fluorescence, 1.5 h | inhibition, % at 10 µM | 0.25% of 210,000 active | AID 1794808
Starred values were filed as active, the others as inactive; / = no result given; & = joins results of further samples. Rule as the data show it: active = inhibition above about 50%; inactive = the rest.

Each structure is followed by: mHTT CaM bind, Pf apPOL inh
> O=C(c1ccc(S(=O)(=O)N2CCOCC2)cc1)N1CCOCC1
  2, -7
> CSc1nnc(-c2ccc(S(=O)(=O)N=S(C)(=O)c3ccc(Cl)cc3)s2)n1C (stereo not drawn)
  /, -11
> Cc1cc(C2CCCN2C(=O)Nc2ccc3c(c2)OCCO3)no1 (stereo not drawn)
  -3, -4
> Cc1c(C(=O)Nc2cccc(Cl)c2)sc2nc[nH]c(=O)c12
  30, -3
> COc1ccc(-c2nc3ccccc3c(=O)n2Cc2ccccc2Cl)cc1OC
  -8, -7
> CCc1ccc(C2CC(c3ccc(Cl)cc3)Nc3nc(N)nn32)cc1 (stereo not drawn)
  43, -6
> Cc1ccc2nc(NC(=O)c3ccc([N+](=O)[O-])cc3)[nH]c(=O)c2c1
  /, -1
> Cc1csc(C(=O)Nc2nnc(SCC(=O)Nc3cc(C)on3)s2)c1
  -8, -7
> COc1ccc(C)cc1N(CC(=O)N1CCOCC1)S(C)(=O)=O
  -1, -8
> O=C(c1ccc(-n2cccc2)cc1)N1CCN(c2cc(-c3ccccc3)ncn2)CC1
  12, 4
> CCC(CC)C(=O)N1CCc2c(c(C(=O)NCc3ccc4c(c3)OCO4)nn2C)C1
  19, -13
> CCc1ccc(N2C(=O)c3ccccc3NC2c2cccc([N+](=O)[O-])c2)cc1 (stereo not drawn)
  0, -2
> Cc1cc(N2C(=O)CSC2c2ccc3c(c2)OCO3)ccc1Br (stereo not drawn)
  -7, -3
> Cc1ccc(NC(=O)c2cc(S(=O)(=O)N3CCc4ccccc43)ccc2F)cc1
  -9, 29
> O=C(NCC1CCN(c2cc(-c3ccncc3)[nH]n2)CC1)c1ccc(Cl)cc1
  20, -6
> O=[N+]([O-])c1cc(-n2ncnc2-c2ccc(F)cc2)ccc1F
  2, 2
> Cn1cc(SCC(=O)Nc2ccc3c(c2)OCCO3)c2ccccc21
  16, -3
> Cc1cccc(C)c1NS(=O)(=O)c1ccc(N)cc1
  /, -10
> CCc1cc(C2CCCN2C(=O)Cc2ccc(F)cc2Cl)on1 (stereo not drawn)
  -3, 3
> Cc1cc(C)c2c(C)nn(C3CCOC(C)(C)C3)c2n1 (stereo not drawn)
  -3, -2
> CCCS(=O)(=O)N1CCc2ccc(NC(=O)c3ccccn3)cc2C1
  1, -3
> NC(=O)c1ccccc1NC(=O)c1ccc(Cl)cc1[N+](=O)[O-]
  -4, 4
> CCCN1C(=O)C(CC(=O)N2CCCC2)Sc2ncccc21 (stereo not drawn)
  0, 0
> CCC(=O)N1CCc2cc(Br)cc(S(=O)(=O)Nc3cccc(Cl)c3)c21
  0, -9
> CCC1(C)CC(CC(=O)O)(c2ccccc2OC)CCO1 (stereo not drawn)
  1, -2
> CC(=O)Nc1cccnc1-c1ccc(C(=O)Nc2ccc(C)c(Cl)c2)cc1
  4, 11
> N#CC(C#N)=Cc1ccc(-c2ccc(Cl)c(C(=O)O)c2)o1
  8, -2
> CCCc1c(C(=O)O)nnn1-c1ccccc1F
  3, -4
> Cc1[nH]c(=O)c(C#N)c(C)c1CSCc1ccco1
  -2, /
> CC(=O)N1CCN(c2nc3c(s2)CC(C(=O)NC2CCN(C)CC2)CC3)CC1 (stereo not drawn)
  -2, 4
> CCOc1ccc(N2CCn3c2nn(Cc2cccc(C(F)(F)F)c2)c(=O)c3=O)cc1
  -2, 4
> Cc1cccc(Cn2cnc3c2c(=O)n(CC2CC2)c(=O)n3-c2ccccc2)c1
  3, 4
> Cc1ccc(S(=O)(=O)CCC(=O)Nc2c3ccccc3nc3ccccc23)cc1
  -2, -3
> O=C1C(=Cc2ccc3c(c2)OCO3)Oc2c1ccc1c2CN(Cc2ccncc2)CO1
  25, -30
> COC(=O)c1sccc1NC=C(C#N)C(=O)c1ccco1
  /, 0
> N#CC(=Cc1ccc(C(F)(F)F)cc1)c1ccc(Oc2ccc(C(F)(F)F)cc2[N+](=O)[O-])cc1
  /, -8
> CCCCCSc1nnc(-c2ccccc2NC(C)=O)c(=O)[nH]1
  0, 4
> Cc1nc(-c2ccccc2)nc2c1CCC(=O)N2Cc1ccco1
  -3, -4
> Cc1ccccc1C(=O)N1CCC2(C1)Nc1cccnc1NC2=NCc1ccccc1 (stereo not drawn)
  -6, -2
> Cc1noc(C)c1Cn1cc(-c2nc(-c3cnccn3)no2)ccc1=O
  -14, 1
> O=C(Nc1ccc2c(c1)CCCN2S(=O)(=O)c1ccccc1)Nc1cccs1
  49, 4
> CCCCNC(=O)c1cnn2c(C)c(Cc3ccccc3F)c(C)nc12
  4, -16
> CCc1ccc(N2CCN(C(=O)C3CC3)C(C)C2=O)cc1 (stereo not drawn)
  -2, -5
> N=c1c2c3c(sc2ncn1N)CCC3
  /, -4
> CCc1nc(SCC(=O)c2ccc(OC)cc2)n[nH]1
  -1, -12
> COc1ccc(CC(=O)NC2CCCCC2C)cc1 (stereo not drawn)
  -2, -6
> O=C(CN1CCOCC1)N(c1ccccc1)c1ccccc1
  3, -3
> Cc1nn(C)c(C)c1CCN(C)Cc1ccn(C)c(=O)c1
  -14, -4
> Cc1ccc2nc(NC(=O)c3ccc(S(=O)(=O)N4CCCC4)cc3)sc2c1
  -5, -3
> O=C(Nc1ccccc1)Nc1nccn(-c2ccccc2)c1=O
  4, -3
> O=C(CN1C(=O)c2ccccc2C1=O)Nc1ccc(Br)cc1
  -2, -11
> CCc1cccc(-n2nnc(C(=O)O)c2CC)c1
  -9, 1
> Cc1cccc(-c2noc(C3CCN(CC(=O)Nc4ccc(F)cc4Cl)CC3)n2)c1
  -5, 0
> Cc1ccc(NC(=O)COc2cc(C)nc(N3CCC(C)CC3)n2)c(C)c1
  -3, 3
> CCOc1ccc(/C=C/C(=O)Nc2nc3ccc(S(C)(=O)=O)cc3s2)cc1OC
  5, 0
> Cn1cnc2cc(CNC(=O)c3ccsc3)ccc21
  -8, 6
> O=C(c1nsc(Cl)c1Cl)N1CCN(C(=O)c2nsc(Cl)c2Cl)CC1
  -3, 37
> Cc1cc(C)cc(NC(=O)CSc2nc3c(c(=O)n2C)SC(C)C3)c1 (stereo not drawn)
  10, -12
> O=C(c1ccc(I)o1)N1CCN(c2ccc(F)cc2)CC1
  -2, 6
> COc1ccc(CNC(=O)C2CCN(c3nc4cccnc4s3)CC2)cc1
  0, 5

Reprinted from the part before: 4 compounds, then new ones.
Each structure is followed by: mHTT CaM bind, Pf apPOL inh
> O=C(c1nsc(Cl)c1Cl)N1CCN(C(=O)c2nsc(Cl)c2Cl)CC1
  -3, 37
> Cc1cc(C)cc(NC(=O)CSc2nc3c(c(=O)n2C)SC(C)C3)c1 (stereo not drawn)
  10, -12
> O=C(c1ccc(I)o1)N1CCN(c2ccc(F)cc2)CC1
  -2, 6
> COc1ccc(CNC(=O)C2CCN(c3nc4cccnc4s3)CC2)cc1
  0, 5
> N#CC1=C(N)OC2=C(C(=O)CC(c3ccccc3)C2)C1c1cccc(Cl)c1 (stereo not drawn)
  21, -4
> N#CSCc1nc2ccccc2c2nc3ccccc3n12
  3, -12
> COc1ccc(C2N(c3cc(Cl)ccc3OC)C(=O)C3CCCN32)cc1OC (stereo not drawn)
  11, -8
> Cc1ccccc1C(=O)N1CCC(C(=O)Nc2cc(C(F)(F)F)ccc2Cl)CC1
  15, 3
> CCCOc1nccnc1N1CCC(NC(=O)NCC)C1 (stereo not drawn)
  1, -3
> COc1ccccc1CNC(=O)CSc1nc2nc(C)c(Cc3ccc(C)cc3)c(C)n2n1
  16, -2
> Cn1cccc(C(=O)NCC2(O)CCCC2)c1=O
  -6, -3
> CCCN1C(=O)C2CCC(=O)N2c2ccc(C(=O)NCc3cccc(C)c3)cc21 (stereo not drawn)
  25, -8
> COC(=O)C(Nc1nccs1)(OC)C(F)(F)F (stereo not drawn)
  -2, /
> Cc1cc(Br)ccc1S(=O)(=O)n1cncc1C
  -5, -2
> Clc1ccc(CN2CCCN(Cc3ccc(Cl)cc3)C2c2cccnc2)cc1
  /, 2
> Cc1cc(C)c(NC(=O)C(=O)NCCO)c(C)c1
  -3, -12
> O=C(C1=CN(c2ccccc2F)c2cc(F)ccc2S1(=O)=O)N1CCOCC1
  8, 1
> CCc1ccc(-c2cn3ccn(-c4ccc(OC)cc4)c(=O)c3n2)cc1
  -7, -1
> CCn1c(SCC(=O)Nc2cc(Cl)cc(Cl)c2)nnc1-c1ccccc1
  -4, -2
> CC(C)C(O)(C(=O)OC[C@@H]1CCN2CCC[C@@H]12)C(C)O (stereo partly drawn)
  -8, /
> Cc1ccnc(SCc2cn3cccnc3n2)n1
  3, -6
> CCc1ccccc1Nc1cc(C)nc2ncnn12
  3, -11
> COc1ccc(-c2n[nH]c(C)c2NC(=O)CC(C)(C)C)cc1
  20, -4
> CCOC(=O)c1c(-c2ccc(OC)cc2)oc2cc(Br)c(OCC(N)=O)cc12
  -8, -8
> O=C(CN1CCC(c2nc(-c3cccs3)no2)CC1)Nc1cccc(Br)c1
  4, -8
> O=C(Nc1cc(Cl)cc(Cl)c1)Nc1cc(-c2ccco2)[nH]n1
  /, -4
> CC(C)C(=O)Nc1ccc(C2(C(=O)NCc3cc(F)cc(F)c3)CCCCC2)cc1
  -7, -3
> COc1cccc(C=C2Oc3c(ccc(O)c3CN(C)C)C2=O)c1
  4, -18
> O=C(CN1C(=O)NC2(CCCCC2)C1=O)Nc1ccc(F)cc1F
  2, 1
> O=C1CCC(=O)N1c1ccc(Cl)cc1[N+](=O)[O-]
  3, 0
> Cc1ccccc1OCCCOc1ccccc1/C=C1/NC(=O)NC1=O
  33, 0
> CCN1CCN(c2ncc(C(=O)N3CCN(C)CC3)c3ccccc23)CC1
  -3, -2
> CCOc1ccc2nc(Cl)c(C3CC(c4ccccc4)=NN3C(=O)CCCC(=O)O)cc2c1 (stereo not drawn)
  6, -2
> Cc1cccc(-n2cc(C3CCN(C(=O)C4CC4)CC3)cn2)c1
  2, -4
> O=C(c1cccs1)N1CCCC(c2nncn2-c2ccccc2)C1 (stereo not drawn)
  -5, 2
> COc1ccc(S(=O)(=O)C(F)(F)F)cc1[N+](=O)[O-]
  0, -3
> O=[N+]([O-])c1ccccc1N=Cc1nc(-c2ccccc2F)oc1O
  8, 0
> CCCOc1ccc(C(=O)Nc2ccc(-c3nc4ncccc4o3)cc2)cc1
  2&-3, -5&-4
> COc1ccc(CCC(=O)N2CCCC2c2ccc(C)cc2)cc1 (stereo not drawn)
  14, -2
> COc1cc(C=C2COCC(=Cc3cc(OC)c(OC)c(OC)c3)C2=O)cc(OC)c1OC
  /, -8
> CCSc1nnc2c(n1)OC1(Nc3ccccc3-2)C(=O)Nc2ccc(Cl)cc21 (stereo not drawn)
  23, -1
> O=S(=O)(Nc1ccc(OC(F)F)cc1)c1ccc(-c2ccon2)s1
  /, -4
> Cc1cccc(C(=O)Nc2c(C)nc3sc(C)cn3c2=O)c1
  -8, -1
> O=C(NC1CCCCC1)C(c1ccc(Cl)cc1)N1CCC2(CC1)OCCO2 (stereo not drawn)
  -1, -2
> COc1ccc(C)cc1NC(=O)C1C2C=CC(O2)C1C(=O)O (stereo not drawn)
  27, 0
> N=C1S/C(=C\c2cc3c(cc2[N+](=O)[O-])OCO3)C(=O)N1c1ccc(F)cc1
  12, -3
> CC(C)(C)NC(=O)C1CCCN(S(=O)(=O)c2ccc(Br)s2)C1 (stereo not drawn)
  -7, 3
> N#C/C(=C\c1ccc(O)c(O)c1)c1nc(-c2cccc([N+](=O)[O-])c2)cs1
  66*, 1
> Cc1ccc2nc(NC(=O)C3CC(=O)N(CCc4c[nH]c5ccc(F)cc45)C3)sc2c1 (stereo not drawn)
  91*, -1

Reformatted comma-delimited: five of the compounds above
Molecule,mHTT CaM bind,Pf apPOL inh
CCCOc1ccc(C(=O)Nc2ccc(-c3nc4ncccc4o3)cc2)cc1,2&-3,-5&-4
COc1ccc(CCC(=O)N2CCCC2c2ccc(C)cc2)cc1 (stereo not drawn),14,-2
COc1cc(C=C2COCC(=Cc3cc(OC)c(OC)c(OC)c3)C2=O)cc(OC)c1OC,/,-8
CCSc1nnc2c(n1)OC1(Nc3ccccc3-2)C(=O)Nc2ccc(Cl)cc21 (stereo not drawn),23,-1
O=S(=O)(Nc1ccc(OC(F)F)cc1)c1ccc(-c2ccon2)s1,/,-4

Next section.
Each structure is followed by: mHTT CaM bind, Pf apPOL inh
> Cc1ccc(C(=O)NCCCN(C)C)cc1Cl
  -1, -4
> O=C(c1ccc(F)cc1)N1CCN(C(=O)c2ccc(F)cc2)CC1
  -8, -4
> CN(Cc1ccco1)S(=O)(=O)c1ccc(C(=O)Nc2nnc(-c3cccs3)o2)cc1
  29, -13
> NC(=O)C1(N2CCCCC2)CCN(c2nc(-c3ccccc3)cs2)CC1
  16, -1
> CNC(=O)CN(c1ccccc1C)S(=O)(=O)c1ccc(C)cc1
  2, -4
> CC1(C)C2CC=C(CN3CCN(CCO)CC3)C1C2 (stereo not drawn)
  -2, -4
> CC(C)C(=O)N1CCN(c2cccc(Br)c2)C(=O)C1C (stereo not drawn)
  3, -1
> c1ccc(C(NCc2cccnc2)(c2ccccc2)c2ccccc2)cc1
  /, 5
> COc1ccc(Br)cc1C(=O)Nc1cc([N+](=O)[O-])ccc1C
  -6, -15
> O=c1oc(-c2ccccc2)nc2sc3c(c12)CCC3
  -4, 0
> O=C(NNC(=S)NC(=O)C1CC1)c1cccc([N+](=O)[O-])c1
  /, -276
> COc1cc(/C=C2\C(=O)NN(c3cccc(Br)c3)C2=O)ccc1OC(C)C
  3, 2
> COc1cc(NC(=O)C2CCCN(C(=O)c3cc(C)cc(C)c3)C2)cc(OC)c1 (stereo not drawn)
  0, -1
> CC1CCN(C(=O)c2ccc(OCC3CCCN(C(=O)Cc4cccs4)C3)cc2)CC1 (stereo not drawn)
  29, -1
> O=C(O)c1cc2ccccc2[nH]1
  /, -2
> O=C1C2C3c4ccccc4C(c4ccccc43)C2C(=O)N1c1ccc(Cl)cn1 (stereo not drawn)
  1, 1
> Cc1ccc(C(=O)N2CCCC2c2cccc(C)c2)cc1 (stereo not drawn)
  -7, -2

Rewritten tab-delimited: 2 of the compounds above.
mol	mHTT CaM bind	Pf apPOL inh
COc1cc(/C=C2\C(=O)NN(c3cccc(Br)c3)C2=O)ccc1OC(C)C	3	2
CC1(C)C2CC=C(CN3CCN(CCO)CC3)C1C2 (stereo not drawn)	-2	-4
